Compound activity as filed in PubChem.
EP2 mod = EP2 receptor (human) modulation | P43116 | EP2-expressing cells, cAMP HTRF FRET, PGE2 co-stimulation | AID 940 | induction, % at 25 µM | hit rate 0.83% among 260,000;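 active = compounds whose cAMP rise, as percent of the full-agonist control response, exceeds 60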;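 also: rat C6 glioma line stably carrying human EP2 under a CMV promoter; the protocol text gives 20 µM as final concentration; 100% = response of wells given 1 µM PGE2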
Target sequence (P43116 whole entry, looked up): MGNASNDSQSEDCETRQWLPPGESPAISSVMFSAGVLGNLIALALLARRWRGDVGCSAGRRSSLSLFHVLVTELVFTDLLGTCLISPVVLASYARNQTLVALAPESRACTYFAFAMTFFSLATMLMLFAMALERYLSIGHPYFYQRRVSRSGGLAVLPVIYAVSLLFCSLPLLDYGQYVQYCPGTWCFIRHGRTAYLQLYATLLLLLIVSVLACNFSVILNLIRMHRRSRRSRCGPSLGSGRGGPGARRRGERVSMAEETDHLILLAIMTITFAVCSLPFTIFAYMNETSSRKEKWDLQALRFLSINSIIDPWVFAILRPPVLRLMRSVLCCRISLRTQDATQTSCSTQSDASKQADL
PGE2 EP2 inh = EP2 receptor (human) inhibition; inhibition, % at 25 µM; hit rate 0.52% among 260,000; C6 glioma cells expressing human EP2, cAMP TR-FRET; cells stimulated with saturating PGE2;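 active = percent inhibition above 40 after rounding to a whole number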;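 also: rat C6 glioma host cells with rolipram phosphodiesterase inhibitor present; the protocol text gives 20 µM as final concentration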
An asterisk follows results filed as active. Only part of the results is shown; rates above refer to the full screens.

For O=C(CSc1ncnc2c1cnn2-c1ccccc1)NC1CCCCC1 the results were EP2 mod -41 and PGE2 EP2 inh 11.
COc1ccc(NC(=O)c2oc3ccccc3c2C)cc1OC was read as EP2 mod -72 and PGE2 EP2 inh 12.
Screening COc1ccc(C2(NCc3ccccc3OCc3ccccn3)CC2)cc1 returned EP2 mod -24 and PGE2 EP2 inh 7.
`O=C(Nc1nnc(C(F)(F)F)s1)c1ccc(Cl)cc1Cl` gave EP2 mod -56 and PGE2 EP2 inh 8.
Screening Cc1sc2nc(C)n(C3CCN(CC(=O)NC4CCCC4)CC3)c(=O)c2c1C returned EP2 mod -29 and PGE2 EP2 inh 7.
For CCN1CCOC(CC(=O)Nc2cccc(C)c2)C1=O (centres undefined) the results were EP2 mod 69* and PGE2 EP2 inh 5.
Screening COc1cc(O)c(C(=O)O)c(O)c1 returned EP2 mod 24 and PGE2 EP2 inh 8.
COc1ccc2c(c1)NC1(CCN(CC3=Cc4ccccc4OC3)CC1)c1cccn1-2 was read as EP2 mod -56 and PGE2 EP2 inh 6.
Screening COc1ccc(CNC(=O)CSc2nc3cc4c(cc3cc2C)CCC4)cc1 returned EP2 mod 23 and PGE2 EP2 inh 21.
Screening CCC(c1nnnn1C1CCCC1)N(Cc1ccc(C)cc1)Cc1cc2ccc(C)cc2[nH]c1=O (centres undefined) returned EP2 mod 27 and PGE2 EP2 inh 6.
COc1ccc2nc3c(cc2c1)CN(Cc1ccco1)C(=O)C(C)O3 (centres undefined) was read as EP2 mod 1 and PGE2 EP2 inh 8.
For COc1ccccc1-n1nnnc1SCC(=O)Nc1cccc(C)c1C the results were EP2 mod -94 and PGE2 EP2 inh 3.
COc1cc(NC(=O)c2cnccn2)ccc1-n1cnnn1 was read as EP2 mod -42 and PGE2 EP2 inh 11.
For COc1ccc(C2C(C#N)=C(N)Oc3n[nH]c(C)c32)cc1Br (centres undefined) the results were EP2 mod -66 and PGE2 EP2 inh 12.
For Nc1c(C(=O)NC2CCCCC2)nsc1C(=O)N(CC(=O)NC1CCCC1)c1cccc(F)c1 the results were EP2 mod 17 and PGE2 EP2 inh 6.
Screening CCCOc1ccc(-c2csc3ncn(CC(=O)N4CCOCC4)c(=O)c23)cc1 returned EP2 mod -72 and PGE2 EP2 inh 11.
For CC(NC(=O)Cc1ccccc1)c1nc(-c2ccncc2)n[nH]1 (centres undefined) the results were EP2 mod 21 and PGE2 EP2 inh 9.
Screening CCOc1ccc(CN2CCc3c(nc(N4CCC(C)CC4)[nH]c3=O)C2)cc1OC returned EP2 mod -1 and PGE2 EP2 inh 8.
Screening CCn1c(N2CCC(C(=O)NC3CCc4ccccc43)CC2)nc2ccccc21 (centres undefined) returned EP2 mod -49 and PGE2 EP2 inh 7.
For Cc1cccc(N(C(=O)Cn2nnc(-c3ccc(C)o3)n2)C(C(=O)NC(C)(C)C)c2cccs2)c1 (centres undefined) the results were EP2 mod 8 and PGE2 EP2 inh 13.
For COc1ccc(CCN2C(=O)C(O)=C(C(C)=O)C2c2cccc(F)c2)cc1OC (centres undefined) the results were EP2 mod 8 and PGE2 EP2 inh 11.
For COc1ccc(S(=O)(=O)n2cnc3ccccc32)c(C)c1C the results were EP2 mod -58 and PGE2 EP2 inh 5.
`C=CCn1c(CNC(=O)c2cccc(Cl)c2)n[nH]c1=S` gave EP2 mod 11 and PGE2 EP2 inh 5.
For O=C(Cn1ccc2ccc(F)cc21)Nc1nnc(CCN2CCCC2)s1 the results were EP2 mod -25 and PGE2 EP2 inh 6.
`CCn1c(SCC(=O)Nc2ccc(NC(=O)c3cccc(F)c3)cc2)nnc1-c1ccncc1` gave EP2 mod -35 and PGE2 EP2 inh 6.
Screening CCc1ccc2nc(SCC(=O)Nc3cccc(C)c3C)c(C#N)cc2c1 returned EP2 mod 39 and PGE2 EP2 inh 31.
COc1ccc(NC(=O)CSc2nnc3c(n2)[nH]c2c(C)ccc(C)c23)c(OC)c1 was read as EP2 mod 46 and PGE2 EP2 inh 6.
For Cc1ccc(C2(O)CCN(Cc3cnn(-c4ccc(F)cc4)c3)CC2)cc1 the results were EP2 mod -87 and PGE2 EP2 inh 3.
For CCC(=O)Nc1ccc(NC(=O)C(C)(C)C)cn1 the results were EP2 mod -20 and PGE2 EP2 inh 16.
COc1cc(C/C=C/c2ccccc2)c(OC)cc1O was read as EP2 mod -1 and PGE2 EP2 inh 13.
COC(=O)c1ccc(-n2nnnc2SCC(=O)N2c3ccccc3Sc3ccccc32)cc1 was read as EP2 mod -93 and PGE2 EP2 inh 10.
`COCCn1c(C)cc(C=C2C(=O)NC(=S)NC2=O)c1C` gave EP2 mod -94 and PGE2 EP2 inh 13.
`COc1ccc(S(=O)(=O)N2CCC(C(=O)Nc3ccc(C)cc3C)CC2)cc1C` gave EP2 mod -33 and PGE2 EP2 inh 8.
For CC1Oc2ccccc2N(CC(=O)c2ccc(Cl)cc2)C1=O (centres undefined) the results were EP2 mod 8 and PGE2 EP2 inh 7.
Screening CN(CC(=O)NCC1CCCO1)S(=O)(=O)c1ccc2ccccc2c1 (centres undefined) returned EP2 mod -54 and PGE2 EP2 inh 11.
For CCC(c1nnnn1Cc1ccco1)N(Cc1ccco1)Cc1cc2cccc(C)c2[nH]c1=O (centres undefined) the results were EP2 mod 57 and PGE2 EP2 inh 6.
For CCOCCCNC(=O)CN1C(=O)[C@H]2CCCN2C(=O)c2ccccc21 the results were EP2 mod -12 and PGE2 EP2 inh 4.
`Cc1cc2nc(SCC(=O)O)[nH]c2cc1C` gave EP2 mod -48 and PGE2 EP2 inh 9.
`Cc1ccc(-n2c(COc3cccc4ccccc34)nnc2SCC(N)=O)cc1` gave EP2 mod -7 and PGE2 EP2 inh 10.
O=c1[nH]c2cc3c(cc2cc1CN(CCCO)Cc1nnnn1Cc1ccccc1)OCCO3 was read as EP2 mod -15 and PGE2 EP2 inh 17.
`O=C(O)C(=Cc1ccc(-c2cc(Cl)ccc2Cl)o1)C(=O)O` gave EP2 mod -13 and PGE2 EP2 inh 12.
O=C(Nc1nnc(Cc2cccc(F)c2)s1)c1ccnc2ccc(Cl)cc12 was read as EP2 mod -123 and PGE2 EP2 inh 8.
`COc1cc2c(cc1OC)[C@@H]1C(=O)c3ccc4c(c3O[C@@H]1CO2)C=CC(C)(C)O4` gave EP2 mod 11 and PGE2 EP2 inh 11.
Screening CCc1cccc(C)c1NC(=O)CSc1nnc(-c2ccncc2)n1C returned EP2 mod -4 and PGE2 EP2 inh 12.
For Cc1ccc(NC(=O)c2cccs2)cc1NC(=O)COc1ccccc1 the results were EP2 mod -20 and PGE2 EP2 inh 4.

Sorted by number of heavy atoms (ascending): 3 of the compounds above
For CCN1CCOC(CC(=O)Nc2cccc(C)c2)C1=O (centres undefined) the results were EP2 mod 69* and PGE2 EP2 inh 5.
`O=C(O)C(=Cc1ccc(-c2cc(Cl)ccc2Cl)o1)C(=O)O` gave EP2 mod -13 and PGE2 EP2 inh 12.
Screening Cc1sc2nc(C)n(C3CCN(CC(=O)NC4CCCC4)CC3)c(=O)c2c1C returned EP2 mod -29 and PGE2 EP2 inh 7.

(list continues)
For Cc1sc2nc(SCC(N)=O)n(CCc3ccccc3)c(=O)c2c1C the results were EP2 mod 7 and PGE2 EP2 inh 14.
`CCOc1ccc(NC(=O)c2sc(NC(=O)c3cccs3)c(C(=O)OC)c2C)cc1` gave EP2 mod 8 and PGE2 EP2 inh 11.
Screening Cc1ccc(C(C(=O)NC2CCCC2)N(Cc2cccs2)C(=O)c2csnn2)cc1 (centres undefined) returned EP2 mod 27 and PGE2 EP2 inh 10.
Screening Cc1cc(=O)n2[nH]c(C(F)(F)F)c(-c3ccccc3)c2n1 returned EP2 mod -4 and PGE2 EP2 inh 6.
For c1ccc(CN2CC[C@@H](CNc3ncnc4ccccc34)C2)cc1 the results were EP2 mod -8 and PGE2 EP2 inh 7.
NCC1OC(O[C@@H]2[C@H](O)C(OC3C(O)C(N)CC(N)C3OC3OC(CO)C(O)C(O)C3N)O[C@@H]2CO)C(N)C(O)C1O (some centres undefined) was read as EP2 mod -21 and PGE2 EP2 inh 16.
CCn1c(SCC(=O)Nc2cccc(C)c2)nnc1-c1ccncc1 was read as EP2 mod -36 and PGE2 EP2 inh 11.
`Clc1ccc(CSc2nnc(COc3ccc4ccccc4c3)o2)cc1` gave EP2 mod -68 and PGE2 EP2 inh 8.
`COc1ccccc1NC(=S)N(Cc1cc2c(C)cc(C)cc2[nH]c1=O)C1CCCC1` gave EP2 mod 3 and PGE2 EP2 inh 4.
`COC(=O)c1c(NC(=O)C(C)C)sc(C(=O)Nc2cccc(C)c2)c1C` gave EP2 mod 11 and PGE2 EP2 inh 8.
Screening Cn1c(=O)c2[nH]c(CCCc3ccc([N+](=O)[O-])cc3)nc2n(C)c1=O returned EP2 mod 15 and PGE2 EP2 inh 11.
Screening Cc1ccccc1NC(=O)CSc1nccc(=O)[nH]1 returned EP2 mod -22 and PGE2 EP2 inh 11.
CC(C)NC(=O)C1CCCN1C(=O)Nc1ccccc1Cl (centres undefined) was read as EP2 mod 19 and PGE2 EP2 inh 7.
C=CCn1c(SCC(=O)Nc2ccccc2C)nc2sc3c(c2c1=O)CCC3 was read as EP2 mod -43 and PGE2 EP2 inh 10.
CC(=O)Nc1ccc(S(=O)(=O)N2CCC(n3cnc4cccnc43)CC2)cc1 was read as EP2 mod -36 and PGE2 EP2 inh 8.

Retrieved by compound from the list above, five records:
`COC(=O)c1c(NC(=O)C(C)C)sc(C(=O)Nc2cccc(C)c2)c1C` gave EP2 mod 11 and PGE2 EP2 inh 8.
Screening Cc1ccc(C(C(=O)NC2CCCC2)N(Cc2cccs2)C(=O)c2csnn2)cc1 (centres undefined) returned EP2 mod 27 and PGE2 EP2 inh 10.
CCn1c(SCC(=O)Nc2cccc(C)c2)nnc1-c1ccncc1 was read as EP2 mod -36 and PGE2 EP2 inh 11.
`CCOc1ccc(NC(=O)c2sc(NC(=O)c3cccs3)c(C(=O)OC)c2C)cc1` gave EP2 mod 8 and PGE2 EP2 inh 11.
For c1ccc(CN2CC[C@@H](CNc3ncnc4ccccc34)C2)cc1 the results were EP2 mod -8 and PGE2 EP2 inh 7.

In the list so far, these have a tert-butyl group.
For Cc1cccc(N(C(=O)Cn2nnc(-c3ccc(C)o3)n2)C(C(=O)NC(C)(C)C)c2cccs2)c1 (centres undefined) the results were EP2 mod 8 and PGE2 EP2 inh 13.
For CCC(=O)Nc1ccc(NC(=O)C(C)(C)C)cn1 the results were EP2 mod -20 and PGE2 EP2 inh 16.

The list continues:
Screening BrC(c1cccc2ccccc12)c1cccc2ccccc12 returned EP2 mod 47 and PGE2 EP2 inh 10.
O=C(Cc1cccs1)Nc1ccccc1NC(=O)c1ccco1 was read as EP2 mod -15 and PGE2 EP2 inh 10.
Screening COc1ccc(-c2ccc(-c3noc(-c4cc(OC)cc(OC)c4)n3)c(OC)n2)cc1 returned EP2 mod -21 and PGE2 EP2 inh 9.
Screening CCOC(=O)c1cnc2c(-c3ccc(OC)cc3)c(C)nn2c1N returned EP2 mod 13 and PGE2 EP2 inh 11.
Screening CCC(C)(C)n1nnnc1C(c1cc2ccc(C)cc2[nH]c1=O)N1CCCC2(CCCCC2)C1 (centres undefined) returned EP2 mod -10 and PGE2 EP2 inh 9.
Cc1ccccc1NC(=O)CCN1CCN(C)CC1 was read as EP2 mod -30 and PGE2 EP2 inh 11.
For CC(C)C(=O)N1CCC(c2nc3c(nnn3Cc3cccc(Cl)c3)c(=O)[nH]2)CC1 the results were EP2 mod 10 and PGE2 EP2 inh 8.
For CCn1cc(C(=O)NCCc2nc(-c3ccc(C)cc3)n[nH]2)c(C)n1 the results were EP2 mod -13 and PGE2 EP2 inh 6.
Screening O=C(CN1CCOCC1)Nc1ccccc1F returned EP2 mod -10 and PGE2 EP2 inh 9.
For CC(=O)/C(=C\c1ccccc1F)C(=O)c1ccccc1 the results were EP2 mod 30 and PGE2 EP2 inh 6.
`CC1(C)CC(=O)c2sc(NC(=O)c3ccc(C(C)(C)C)cc3)nc2C1` gave EP2 mod -52 and PGE2 EP2 inh 18.
`CCNC(=S)N(Cc1ccc(OC)cc1)Cc1cc2cc(OC)c(OC)cc2[nH]c1=O` gave EP2 mod -34 and PGE2 EP2 inh 2.
Cc1ccc(C)c2[nH]c(=O)c(CN(CCCO)C(=S)Nc3cccc(Cl)c3)cc12 was read as EP2 mod -72 and PGE2 EP2 inh 11.
For CCN(Cc1cncn1C)c1ccc(NC(=O)CN2CCOCC2)c(C)c1 the results were EP2 mod -11 and PGE2 EP2 inh 12.
COCCn1nnnc1CN(Cc1cccs1)Cc1cc2cc3c(cc2[nH]c1=O)OCO3 was read as EP2 mod -26 and PGE2 EP2 inh 10.
`Cc1ccc(CNCc2cc3c(C)nn(-c4ccc(F)cc4)c3[nH]c2=O)cc1` gave EP2 mod -10 and PGE2 EP2 inh 9.
COc1ccc(NC(=O)N2CCN(c3nc4ccccc4n3C)CC2)cc1 was read as EP2 mod 3 and PGE2 EP2 inh 10.
Screening Cc1nc2ccccc2nc1-c1ccc(N=[N+]([O-])c2ccc(-c3nc4ccccc4nc3C)cc2)cc1 returned EP2 mod 7 and PGE2 EP2 inh 54*.
CCOc1ccc(Cl)cc1C1NC(C(=O)O)CS1 (centres undefined) was read as EP2 mod -16 and PGE2 EP2 inh 5.
`CC(C)c1nc2ccccc2c2nn(CC(=O)N3CCCCC3C)c(=O)n12` (centres undefined) gave EP2 mod 2 and PGE2 EP2 inh 4.
Screening CCOCCCNC(=S)N(CCc1ccccc1)Cc1cc2cc(C)ccc2[nH]c1=O returned EP2 mod -34 and PGE2 EP2 inh 24.
`Cc1ccc(NC(=S)N(Cc2cc3cc4c(cc3[nH]c2=O)OCCO4)C2CCCC2)cc1` gave EP2 mod -28 and PGE2 EP2 inh 8.
Cc1nc(C)n(C(C)CNC(=O)c2[nH]c3c(Cl)cccc3c2C)n1 (centres undefined) was read as EP2 mod -38 and PGE2 EP2 inh 7.
For CCC(C)(C)n1nnnc1C(c1ccc2ncccc2c1)N1CCN(c2ccccc2F)CC1 (centres undefined) the results were EP2 mod -16 and PGE2 EP2 inh 14.
